VLA-4 antagonist: blocks LDV-FITC ligand binding to Mn2+-activated human VLA-4 integrin; Jurkat cells, LDV-FITC binding with Mn2+, flow cytometry; 100% = Mn2+-driven binding gain fully reversed; P13612; AID 529; inhibition, % at 10 µM (by protocol); 24,000 tested, 0.2% active;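 active = inhibition above 50%; inconclusive = compound itself fluorescent, judged against control cell fluorescence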;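 also: 0% = Mn2+ stimulated cells lacking compound and 100% = ligand binding without Mn2+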
Target sequence (P13612 whole entry, looked up): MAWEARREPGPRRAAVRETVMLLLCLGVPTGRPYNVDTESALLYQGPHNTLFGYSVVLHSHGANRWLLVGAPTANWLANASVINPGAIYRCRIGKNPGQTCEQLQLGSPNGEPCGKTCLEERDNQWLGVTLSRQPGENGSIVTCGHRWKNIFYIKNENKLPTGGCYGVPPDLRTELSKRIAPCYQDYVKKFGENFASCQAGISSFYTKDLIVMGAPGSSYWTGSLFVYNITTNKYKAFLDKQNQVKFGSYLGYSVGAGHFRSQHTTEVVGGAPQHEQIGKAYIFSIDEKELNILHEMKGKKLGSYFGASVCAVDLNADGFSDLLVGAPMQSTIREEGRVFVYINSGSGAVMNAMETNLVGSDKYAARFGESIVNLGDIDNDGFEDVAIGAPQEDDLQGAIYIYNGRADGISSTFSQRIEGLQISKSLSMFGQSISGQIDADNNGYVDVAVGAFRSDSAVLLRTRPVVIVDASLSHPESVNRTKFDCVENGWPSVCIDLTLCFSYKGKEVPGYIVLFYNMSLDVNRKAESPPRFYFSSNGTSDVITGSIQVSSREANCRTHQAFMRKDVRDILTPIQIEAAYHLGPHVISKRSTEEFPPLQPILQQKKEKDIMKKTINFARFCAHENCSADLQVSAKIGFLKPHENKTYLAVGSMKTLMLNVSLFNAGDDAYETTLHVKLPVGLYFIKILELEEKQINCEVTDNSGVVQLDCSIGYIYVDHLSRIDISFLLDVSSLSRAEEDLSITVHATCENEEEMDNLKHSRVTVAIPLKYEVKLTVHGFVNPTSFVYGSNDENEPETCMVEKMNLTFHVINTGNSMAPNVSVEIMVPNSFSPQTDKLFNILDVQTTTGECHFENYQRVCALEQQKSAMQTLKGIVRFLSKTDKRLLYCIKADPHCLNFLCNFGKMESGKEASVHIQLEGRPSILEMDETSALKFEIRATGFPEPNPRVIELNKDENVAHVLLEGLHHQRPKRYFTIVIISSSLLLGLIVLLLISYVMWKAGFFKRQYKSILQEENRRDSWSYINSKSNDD
VLA-4 allo ag: allosterically activates the human VLA-4 integrin | AID 528 | 24,000 tested, under 10 active | P13612 | activation, % at 10 µM (by protocol) | Jurkat cells, LDV-FITC binding, flow cytometry;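 active = fluorescent ligand binding to cells raised by more than 40% of the manganese-induced maximum; inconclusive = compound's own fluorescence above 85% of the ligand control signal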;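 also: 0% = ligand binding without compound and 100% = manganese-stimulated maximal binding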
Jurkat autofluor: autofluorescence counter-screen for VLA-4 integrin assays. Jurkat cells, compound autofluorescence, flow cytometry; hits give high values; 1 = vehicle-only cell background. fluorescence ratio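 (tested at 10 µM compound in the well)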. 24,000 tested, 0.61% active. AID 576;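 active = fluorescence ratio above 2.44, which is 1 plus 3 SD of all ratios; inconclusive = signal too bright to measure linearly, ratio around 10 or more; inactive = fluorescence ratio below 2.44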;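 also: green fluorescence of cells measured with 488 nm excitation and 530 nm emission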
Prostate diff: promotes differentiation of LNCaP prostate cells; flow cytometry side scatter, 4 d; AID 795; 24,000 tested, 0.56% active; side scatter shift, % at 10 µM;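 active = side scatter shift above 30%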;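 also: androgen-responsive LNCaP prostate cancer cells in charcoal-stripped serum medium; percent of cells past a gate set so DMSO wells show 10% shift; higher shift means more granular cells and more differentiation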
Starred values were filed as active, the others as inactive; ? = inconclusive; . = no result given. This is a subset. The share of hits here may be higher or lower than overall.

SMILES	VLA-4 antagonist	VLA-4 allo ag	Jurkat autofluor	Prostate diff
CCN(CC)C(=O)c1cn(C)c2ccc(S(=O)(=O)N(CC)CC)cc2c1=O	-4.0	5.0	0.95	8.0
COc1ccc(NC(=O)c2cc(-c3ccc(OC)c(OC)c3)on2)cc1OC	4.0	1.0	0.99	13.0
CSC1=C(C#N)C(C)CC(=O)N1 (stereo unspecified)	2.5	0.5	1.05	8.0
Cc1ccc(N(CN2CCCC2=O)C(=O)c2ccc(C)c(C)c2)cc1	13.0	2.0	0.87	7.0
Cc1ccc(/C=N/c2sc3c(c2C#N)CCC3)s1	?	?	1.21	3.0
COc1ccc(CNC(=O)c2ccc3c(c2)N(C)C(=O)CS3=O)cc1 (stereo unspecified)	-16.0	1.0	0.99	2.0
CCN(CC)CCCN1C(=O)C(=O)/C(=C(/O)c2ccc3c(c2)OCO3)C1c1ccccn1 (stereo unspecified)	-9.0	6.0	1.03	13.0
COC(=O)C(C)n1cnc2c(nnn2-c2ccc(OC)cc2)c1=O (stereo unspecified)	-5.0	-6.0	1.15	11.0
CC(C)=C1C2C=CC1C(C(=O)Nc1cc(C)ccc1C)C2C(=O)O (stereo unspecified)	-2.1	-2.1	1.06	9.0
CCOC(=O)N1CCC(NC(=O)CCCN2C(=O)CSc3ncccc32)CC1	2.0	6.0	1	9.0
COc1ccccc1N1CCN(C(=O)C(Cc2ccccc2)NC(=O)C2CCCCC2)CC1 (stereo unspecified)	-18.7	-5.0	1.15	5.0
CCOC(=O)CCc1c(C)nc2ncnn2c1C	15.0	2.0	1.07	3.0
O=C(CSc1nnc(CNC(=O)c2cccs2)o1)NC1CCCC1	-14.0	2.3	0.96	3.0
CCOC(=O)CSC1=C(C#N)C(c2ccc(C)cc2)C(C(=O)OC)C(=O)N1 (stereo unspecified)	-20.5	-2.0	1.01	2.0
CCOc1cccc(NC(=O)C2CC(=O)N(C)C(=Nc3ccccc3)S2)c1 (stereo unspecified)	10.0	0.0	1.06	2.0
CCCCCn1c(CN2CCN(C(=O)OCC)CC2)nc2c1c(=O)[nH]c(=O)n2C	-0.8	-8.5	1.08	10.0
COc1ccc(Cn2nnc3c(=O)[nH]c(C4CCN(C(=O)c5ccccc5Cl)CC4)nc32)cc1	?	?	1.25	8.0
Cc1ccc(C2CC(=O)NC3=C2C(=O)CCC3)cc1Br (stereo unspecified)	8.0	-8.0	1.01	4.0
CCOC(=O)N1CCC(NC(=O)C2CCCN(S(C)(=O)=O)C2)CC1 (stereo unspecified)	-18.0	5.0	1.02	14.0
CCN1CCN(c2cc(C)c3cc(NC(=O)c4ccc(Br)o4)ccc3n2)CC1	9.0	-2.0	1.03	53.0*
O=C(c1ccc2c(c1)c(=O)oc1ccccc12)N1CCCCC1	-6.0	-5.7	1.03	6.0
O=C1CNCc2[nH]c3ccccc3c2N1c1ccccc1	-16.0	0.0	1.02	12.0
CCCC(=O)n1nc(-c2ccco2)nc1SCc1ccccc1	3.0	3.0	1.1	6.0
COc1ccc(C(O)c2nccn2Cc2ccccc2)cc1 (stereo unspecified)	-3.0	-4.0	1.02	11.0
COc1cc(NC(=O)c2cccc3c2C(=O)N(Cc2cccnc2)C3)cc(OC)c1OC	-11.0	-1.0	1.12	15.0
CCn1c(N)c(C(=O)NCc2cccnc2)sc1=S	-6.0	-1.0	1	3.0
COc1cccc(-c2nnc(NC(=O)c3ccc(S(=O)(=O)N(CC(C)C)CC(C)C)cc3)o2)c1	35.0	-5.0	1.03	22.0
COc1cccc(N(C(=O)c2ccco2)C(C(=O)NC2CCCC2)c2ccc(N(C)C)cc2)c1 (stereo unspecified)	-26.0	0.0	1	3.0
CC(CC(=O)NC1CCSC1=O)c1ccccc1 (stereo unspecified)	?	?	1.05	6.0
Cc1cc(C)nc(SCC(=O)Nc2ccc(S(=O)(=O)Nc3nccs3)cc2)n1	-29.0	0.0	0.96	12.0
Cc1ccc(C2CC(C(F)F)n3ncc(C(=O)Nc4cnn(Cc5ccccc5C)c4)c3N2)cc1 (stereo unspecified)	-9.0	4.0	1	2.0
O=C(Nc1cccc(O)c1)c1ccccc1	?	?	1.06	4.0
COc1cccc(-c2noc(-c3cccs3)n2)c1	13.5	-11.0	1.11	6.0
COc1cc2c(cc1OC)C(COc1ccc3c(C)cc(=O)oc3c1)N(C(=O)c1ccco1)CC2 (stereo unspecified)	-5.0	-3.0	1.05	5.0
Cc1cc(C)nc(NS(=O)(=O)c2ccc(N)cc2)n1	-3.5	-0.5	1	3.0
COc1ccc(-c2cn3cccnc3n2)cc1NC(=O)CC(C)C	4.0	1.0	1.06	14.0
Cc1nc2cccc(C(=O)NC3CCCCC3)c2o1	-8.3	-0.7	1.04	7.0
O=C(Oc1ccccc1)c1cccc(COC(=O)c2cnccn2)c1	-25.0	2.5	1.03	5.0
CCOC(=O)N1CCN(C(=O)Nc2ccc(Cl)cc2)CC1	-19.0	-8.0	1	2.0
O=C1c2oc3ccccc3c(=O)c2C(c2cccc(O)c2)N1c1ccccn1 (stereo unspecified)	?	?	0.87	17.0
Oc1ccc(CN2CCCc3ccccc32)c2cccnc12	-25.5	3.5	0.99	20.0
CS(=O)(=O)N1CCCC(C(=O)NCCCN2CCC(Cc3ccccc3)CC2)C1 (stereo unspecified)	-19.3	3.7	1.04	9.0
O=C(NC1CCCC1)C(c1ccco1)N(Cc1ccccc1)C(=O)c1csnn1 (stereo unspecified)	-13.5	5.0	1.12	13.0
COCCNC(=O)c1c[nH]c2ccc(S(=O)(=O)N3CCC4(CC3)OCCO4)cc2c1=O	-15.0	5.0	1.04	5.0
CCOc1ccc(-n2c(C)nc3c(cnn3-c3ccc(Cl)cc3)c2=O)cc1	-12.3	-3.0	1.1	17.0
O=C(CSc1nc2ccccc2s1)N1CCOCC1	-12.5	7.5	1.04	8.0
COc1ccc(NC(=O)CCCC2=NS(=O)(=O)c3ccccc3N2)cc1	-7.0	1.0	1.05	3.0
O=C(OCN1C(=O)c2ccccc2C1=O)C1CCCCC1	-15.0	9.0	1.02	6.0
CCOC(=O)N1CCN(C(=O)CSc2nnc(-c3cccc(Cl)c3)o2)CC1	-6.0	-0.3	1.05	5.0
O=C(Cn1c(=O)[nH]n(-c2ccccc2)c1=O)N1CCCc2ccccc21	-17.0	3.0	1.05	7.0
O=C(COC(=O)c1ccccc1O)Nc1ccc(OC(F)F)cc1	12.0	-3.0	1.09	3.0
COC(=O)Cc1c(C)nc2nc(-c3ccccc3)[nH]n2c1=O	-28.0	6.0	1.02	12.0
COc1ccc(OC)c(CNC(=O)C2CCCN(c3nc4ccccc4o3)C2)c1 (stereo unspecified)	12.0	-7.0	1	5.0
Cc1ccc(-n2c(SCC3CCCCO3)nnc2-c2ccco2)cc1 (stereo unspecified)	-2.0	-5.5	1.08	11.0
COc1cc(C2N(c3cccc(Cl)c3)C(=O)C3CCCN32)cc(OC)c1OC (stereo unspecified)	3.0	-2.0	1.09	7.0
Cc1ccc(Cl)cc1N1CCN(S(=O)(=O)c2c(C)[nH]c(=O)[nH]c2=O)CC1	9.0	-9.5	1.25	10.0
CC(C)CCNC(=O)CCn1nc(-c2ccccc2)ccc1=O	-13.0	-4.0	0.96	9.0
O=C(NCC(c1cccnc1)N1CCOCC1)c1cccs1 (stereo unspecified)	0.7	-0.7	0.96	3.0
O=C(NCCCn1ccnc1)c1cc(C2CC2)on1	-3.0	2.0	1.07	12.0
CSc1nc(C)c(Cl)c(C)c1C#N	?	?	1.46	2.0
Next part.
SMILES	VLA-4 antagonist	VLA-4 allo ag	Jurkat autofluor	Prostate diff
Cc1ccc(NC(=O)C2CCCN2C(=O)Oc2ccccc2)cc1 (stereo unspecified)	-10.5	1.0	1.06	1.0
CC(C)OCCCNC(=O)c1ccc(NC(=O)C2CCCO2)cc1 (stereo unspecified)	3.0	5.0	0.92	1.0
COc1ccc(NC(=O)CSc2nnc(Cn3c(=O)sc4ccccc43)n2C)c(OC)c1	?	?	1.25	5.0
COc1ccc(-c2noc(COc3ccc4ccccc4c3Br)n2)cc1OC	-8.0	1.1	1.09	6.0
Cc1nn(C)c(C)c1Sc1ccc(Br)cc1	14.0	1.0	0.97	5.0
CCCCn1c(SCC(=O)Nc2cc(C)on2)nnc1-c1cccnc1	-20.0	-3.0	1	4.0
CCN1C(=O)c2cccc3c(S(=O)(=O)Nc4ccccn4)ccc1c23	14.0	-1.0	1.01	10.0
COc1cc2c(=O)n(CC3CCCO3)c(=O)n(CC(=O)Nc3ccc(F)cc3F)c2cc1OC (stereo unspecified)	5.0	-5.0	1.05	10.0
Cn1nc(-c2ccc(Cl)cc2)c2cc(C(=O)NCCN3CCOCC3)sc21	?	?	1.27	9.0
COC(=O)CNC(=O)c1nn(-c2cccc(OC)c2)c(=O)c2ccccc12	8.0	-10.0	0.93	2.0
CC1(C)CC(=O)c2cc(OCC(=O)NCc3cccnc3)ccc2O1	-5.5	-1.5	1	11.0
O=C(Nc1cccnc1N1CCOCC1)c1ccco1	-8.0	-1.5	0.97	13.0
CCOc1cc(/C=N/n2cnnc2)cc(Br)c1O	-3.0	1.0	1	5.0
O=C(O)CCCC(=O)Nc1cccc2cccnc12	?	-6.5	1.17	11.0
O=C(CN(Cc1ccco1)C(=O)CNS(=O)(=O)c1ccc(Cl)cc1)NCc1ccc(F)cc1	-20.0	8.5	0.97	10.0
Cc1cc(C)nc(NC(=O)CCCC(=O)O)c1	12.0	2.0	1.03	3.0
Cc1ccccc1NC(=O)c1ocnc1C	-7.5	0.0	0.78	5.0
CCCCc1ccc(NC(=O)COCC)cc1	-11.5	-0.5	1.01	10.0
COc1cccc(C2c3c(oc4ccc(F)cc4c3=O)C(=O)N2CCCN2CCOCC2)c1 (stereo unspecified)	-5.0	3.0	1.05	9.0
CC(C)(C)NC(=O)Cn1nnc(-c2ccc(S(C)(=O)=O)cc2)n1	-6.0	-2.0	1.01	9.0

Records listed so far shown as hits in Prostate diff.
Compound	VLA-4 antagonist	VLA-4 allo ag	Prostate diff
CCN1CCN(c2cc(C)c3cc(NC(=O)c4ccc(Br)o4)ccc3n2)CC1	9.0	-2.0	53.0*

(more compounds)
SMILES	VLA-4 antagonist	VLA-4 allo ag	Jurkat autofluor	Prostate diff
COc1ccc(NC(=O)C2CCCN2S(=O)(=O)c2ccc3c(c2)CCC(=O)N3)c(OC)c1 (stereo unspecified)	2.0	2.0	1	1.0
Cc1ccc(C)c(N2CCN(C(=O)CCS(=O)(=O)c3cccc4nonc34)CC2)c1	14.0	-1.0	1	6.0
COc1ccc(C2C(C(=O)NCC3CCCO3)c3cc(OC)c(OC)cc3C(=O)N2C)cc1OC (stereo unspecified)	-8.0	1.0	1.03	3.0
CCc1ccccc1NC(=O)c1ccoc1C	-6.0	-3.0	0.95	6.0
CCCCc1c(O)nc(SCC(=O)Nc2ccc3c(c2)CCC3)[nH]c1=O	15.0	4.5	1.05	7.0
Cc1cc(C(=O)NCCN2CCN(c3cccc(Cl)c3)CC2)n(-c2ccccc2)n1	2.0	5.3	1.05	8.0
CCn1c(SCC(=O)c2ccc(Cl)cc2)nnc1-c1ccoc1C	-10.0	-5.0	1.03	4.0
O=C(CSC1=Nc2ccccc2C2=NC(c3ccccc3)C(=O)N12)NCC1CCCO1 (stereo unspecified)	3.0	-1.0	1	8.0
O=C(Nc1nc(-c2ccccc2)cs1)C1CCCCN1S(=O)(=O)c1ccccc1 (stereo unspecified)	-3.0	-1.0	1.03	.
Nc1ncnc2c1ncn2[C@@H]1O[C@H](CO)[C@@H](O)[C@H]1O	-9.5	-8.0	0.98	6.0
COc1ccc(CCNC(=O)C2CCN(Cc3nc(-c4ccc(Cl)cc4)oc3C)CC2)cc1OC	21.0	-19.0	1.14	10.0
Cc1ccc2c(c1)N(CC(=O)O)C(=O)CO2	9.0	-3.0	1.05	7.0
CCOC(=O)c1[nH]c2ccc(Br)cc2c1NC(=O)CNC	-21.5	-2.5	1.09	15.0
N#CCCN1CCN(S(=O)(=O)c2ccc(S(=O)(=O)NC3CCCCC3)cc2)CC1	-17.5	3.0	1.02	15.0

3 entries from above, arranged by their value in Prostate diff, lowest first:
Compound,Prostate diff
CSc1nc(C)c(Cl)c(C)c1C#N,2.0
O=C(Oc1ccccc1)c1cccc(COC(=O)c2cnccn2)c1,5.0
COc1cccc(C2c3c(oc4ccc(F)cc4c3=O)C(=O)N2CCCN2CCOCC2)c1 (stereo unspecified),9.0

Filtered by structure, those above with a cyano group.
SMILES	VLA-4 antagonist	VLA-4 allo ag	Jurkat autofluor	Prostate diff
CSC1=C(C#N)C(C)CC(=O)N1 (stereo unspecified)	2.5	0.5	1.05	8.0
Cc1ccc(/C=N/c2sc3c(c2C#N)CCC3)s1	?	?	1.21	3.0
CCOC(=O)CSC1=C(C#N)C(c2ccc(C)cc2)C(C(=O)OC)C(=O)N1 (stereo unspecified)	-20.5	-2.0	1.01	2.0
CSc1nc(C)c(Cl)c(C)c1C#N	?	?	1.46	2.0
N#CCCN1CCN(S(=O)(=O)c2ccc(S(=O)(=O)NC3CCCCC3)cc2)CC1	-17.5	3.0	1.02	15.0

Source: PubChem (NMMLSC)
